High-throughput results: PubChem, National Center for Advancing Translational Sciences (NCATS)
aSyn yeast inh – alpha-synuclein toxicity inhibition in yeast | Yeast expressing alpha-synuclein, growth rescue, BacTiter-Glo, 24 h | Potency, µM (highest dose often 46.1 µM), without a hit: at the top dose growth rescue (activation), hits mostly activators | 370,000 compounds, 0.14% hits | AID 652106; further: potency means the concentration at half of the fitted maximal effect; % of control where 0% means no effect; nearly all actives have a fitted effect of over 65% in size
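Galactose-induced alpha-syn yeast (OD600=0.02, raffinose-pregrown) + pinned cpd, 24 hr, 30 deg C; growth by BacTiter-Glo luminescence. Growth restoration scores as activation.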
TDP-43 yeast inh – TDP-43 toxicity inhibition in yeast | TDP-43 expressing yeast growth rescue, BacTiter-Glo, 24 h | Potency, µM (top dose mostly 46.1 µM), for inactives: at the highest dose growth rescue (activation), most hits filed as activators | 410,000 compounds, 1.8% hits | AID 652104; further: potency means the concentration at half of the fitted maximal effect; % of control where 0% means no effect; nearly all actives have a fitted effect of over 50% in size
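Yeast expressing TDP-43 (pregrown in raffinose, seeded at OD600=0.02 in galactose medium) exposed to compounds 24 hr at 30 deg C. Growth read by BacTiter-Glo luminescence; rescue of toxicity appears as increased signal.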
MmCpn inh – M. maripaludis TRiC chaperonin inhibition | purified Mm-Cpn ATPase, ADP Transcreener TR-FRET | Potency, µM (series often up to 76.9 µM), for inactives: top-dose activity, negative = inhibition, hits mostly inhibitors | 330,000 compounds, 0.031% hits | AID 504842; further: potency means the concentration at half of the fitted maximal effect; on the % scale 0 is the no-effect control and ±100 the full control effect; nearly all actives have a fitted effect of over 80% in size
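ATP (10 uM final) was added to archaeal chaperonin (25 nM final) after 10 min exposure to test compound at 37°C; after 30 min further incubation, ADP was detected by competitive TR-FRET.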
Akt phos inh – inhibitors of Akt phosphorylation; Neuro2A IGF-stimulated pAkt S473 HTRF, 20 min; stronger effect = lower value; activity change, % for hits at 50 µM; 360,000 compounds, 0.32% hits; AID 651550; in the data active means activity change below about -80%; inconclusive means mostly about -51% to -80%; further: on the % scale 0 is the no-effect control and ±100 the full control effect
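Neuro2A cells in DMEM with 0.5% FBS, overnight at 37 deg C, given compound at single 50 µM final, then IGF (6 nM final) for 20 min at 37 deg C. Lysed; phospho-Akt Ser473 by HTRF after 24 h, 665/615 ratio.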
GLP1R inv ag – GLP-1 receptor (human) inverse agonism. HEK293 GLP-1R CRE-luciferase, luminescence, 24 h; GLP-1R form is constitutively active. 410,000 compounds, 1.6% hits. AID 624417. Potency, µM (titrated, usually from 38.3 µM), inactives show at the highest dose activity change, negative = inhibition, usual class: inhibitors. P43220; further: potency means the concentration at half of the fitted maximal effect; on the % scale 0 is the no-effect control and ±100 the full control effect; nearly all actives have a fitted effect of over 55% in size
Target sequence (P43220 whole entry, looked up): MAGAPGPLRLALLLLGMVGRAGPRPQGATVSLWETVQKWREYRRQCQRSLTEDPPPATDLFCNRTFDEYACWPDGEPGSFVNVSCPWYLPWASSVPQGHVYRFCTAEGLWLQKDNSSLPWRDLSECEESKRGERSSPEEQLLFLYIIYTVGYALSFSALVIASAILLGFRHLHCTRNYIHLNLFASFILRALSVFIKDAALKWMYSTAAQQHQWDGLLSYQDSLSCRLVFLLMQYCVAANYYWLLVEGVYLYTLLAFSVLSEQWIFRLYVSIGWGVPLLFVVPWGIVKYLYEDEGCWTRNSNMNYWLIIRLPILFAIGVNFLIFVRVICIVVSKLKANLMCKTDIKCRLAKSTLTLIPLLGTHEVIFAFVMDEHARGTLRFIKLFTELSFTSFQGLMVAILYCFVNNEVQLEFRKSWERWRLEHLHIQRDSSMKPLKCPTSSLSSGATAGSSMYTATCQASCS
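Cells are plated, allowed 12 hours at 37 deg C, then treated with compounds for 24 hr before luciferase detection reagent is added and luminescence is read after 12 min at room temperature. The HEK293 line carries constitutively active GLP-1R with a cAMP-responsive reporter.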
GLP1R cytotox – cytotoxic in the GLP-1 receptor inverse agonist counter-screen. AID 624418. Potency, µM (titrated, usually from 38.3 µM), without a hit: at the highest dose activity change, negative = inhibition, actives largely listed as inhibitors. 410,000 compounds, 0.13% hits. HEK293 cAMP-luciferase reporter cells, luminescence, 24 h;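 further: loss of luciferase light is scored as toxicity; potency means the concentration at half of the fitted maximal effect; on the % scale 0 is the no-effect control and ±100 the full control effect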
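Here, cytotoxicity is scored as loss of luminescence. The MLSMR collection was tested on cells seeded in medium containing 10% Nu serum, with a 24 hr compound exposure preceded by 12 hours of culture.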
FUS yeast rescue – suppressors of FUS proteinopathy in yeast; 390,000 compounds, 0.24% hits; Potency, µM (top dose mostly 76.6 µM), for the others: top-dose growth rescue (activation), actives largely listed as activators; S. cerevisiae FUS-expressing, growth rescue, OD600, 24 h;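 further: potency means the concentration at half of the fitted maximal effect; plate controls were DMSO vehicle for no effect and reference control for full effect; nearly all actives have a fitted effect of over 55% in size; some results filed as inactive show a strong effect at the top dose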
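Cultures pregrown in 2.5% raffinose medium are shifted to minimal medium containing 2% galactose to express toxic FUS. Compounds are tested at several concentrations. After 24hr at 30C, growth is quantified at 600 nm absorbance.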
Abeta rescue – compounds reversing amyloid beta toxicity in yeast | yeast expressing A-beta42, growth rescue, OD600, 48 h; response scale: 0% DMSO, 100% iron-clioquinol control | Potency, µM (highest dose often 46.1 µM), for the others: at the highest dose growth rescue, usual class: activators | 410,000 compounds, 0.063% hits | AID 1347071; further: potency means the concentration at half of the fitted maximal effect; nearly all actives have a fitted effect of over 55% in size
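Yeast growth medium received pinned compounds, then yeast cells expressing toxic A-beta were added; plates incubated at 30 C for 48 hr. Growth read as absorbance at 600 nm, normalized to DMSO and equimolar FeCl3 plus clioquinol controls.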
PTHR1 ag – agonists of human PTHR1 parathyroid hormone receptor | Q03431 | HEK293 GP2 PTHR1 cells, GloSensor cAMP luminescence, 1 h | Potency, µM (top dose mostly 115 µM), inactives show at the top dose activation, hits mostly activators | 410,000 compounds, 0.075% hits; further: potency means the concentration at half of the fitted maximal effect; nearly all actives have a fitted effect of over 55% in size; some results filed as inactive show a strong effect at the top dose; inactives centre near -15; many of its hits are not listed in these tables
Target sequence (Q03431 whole entry, looked up): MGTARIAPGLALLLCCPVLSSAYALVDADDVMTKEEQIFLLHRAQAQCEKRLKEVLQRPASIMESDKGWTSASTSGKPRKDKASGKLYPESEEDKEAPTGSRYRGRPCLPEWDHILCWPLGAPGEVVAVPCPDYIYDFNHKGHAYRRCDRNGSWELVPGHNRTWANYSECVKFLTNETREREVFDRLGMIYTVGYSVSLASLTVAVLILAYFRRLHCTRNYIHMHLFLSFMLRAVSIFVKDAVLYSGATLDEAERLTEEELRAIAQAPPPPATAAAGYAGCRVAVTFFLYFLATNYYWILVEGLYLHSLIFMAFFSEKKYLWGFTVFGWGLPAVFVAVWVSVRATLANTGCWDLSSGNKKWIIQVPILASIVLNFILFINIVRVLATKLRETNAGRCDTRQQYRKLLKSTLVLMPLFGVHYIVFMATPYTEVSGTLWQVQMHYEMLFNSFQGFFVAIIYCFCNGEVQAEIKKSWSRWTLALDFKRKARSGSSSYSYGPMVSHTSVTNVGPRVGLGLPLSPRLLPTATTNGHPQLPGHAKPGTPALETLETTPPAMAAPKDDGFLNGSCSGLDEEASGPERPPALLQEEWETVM
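HEK-293-derived GP2 cells expressing PTHR1 and a GloSensor cAMP reporter, 3,000/well, plated overnight, given luciferin plus IBMX (each 0.5 mM as added) for 1 h at 37 °C, then compound for 1 h at 37 °C. Luminescence was read after 15 min at room temperature.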
* hit, by the source's call; i = inactive; ? = inconclusive; . = not tested or not shown; [ ] = dose if it differs, or a comment. Unless noted, the call rests on the fitted dose curve; in most records, active means well fitted curve in the direction sought with a large enough effect; inconclusive means small, poorly fitted or top-dose-only effect, or another doubt; inactive means no such curve, though single readings can be large; an effect the other way counts as inactive or inconclusive.

SMILES | aSyn yeast inh | TDP-43 yeast inh | MmCpn inh | Akt phos inh | GLP1R inv ag | GLP1R cytotox | FUS yeast rescue | Abeta rescue | PTHR1 ag
Cc1cccc(C)c1NC(=O)C(C1CC1)n1c(=O)c(-c2cc3ccccc3[nH]2)nc2ccccc21 (configuration not stated) | ? | ? | . | i | ? | . | 5.6µM* | -9% | ?
COCC(=O)OCC(=O)Nc1ccc(Cl)cc1[N+](=O)[O-] | 0% | . | 2% | i | 6% | -5% | 13% | 22% | i
CC(=O)OC1COC(OC(C)=O)CO1 (configuration not stated) | 7% | -14% | . | i | 4% | 1% | -7% | -5% | i
COCCNC(=O)c1c(N)n(/N=C/c2cccs2)c2nc3ccccc3nc12 | 0% | -4% | 1% | i | 1% | 89%[activator] | 8% | -11% | -19%
Cc1cc(C)cc(N(CC(=O)NC2CCCCC2)C(=O)c2ccc(C)s2)c1 | -2% | 2% | 2% | i | 20% | -28% | 4% | 3% | i
CC(Nc1ccc(Br)cc1)C(=O)N/N=C/c1ccccc1OCc1ccccc1 (configuration not stated) | -7% | -4% | -8% | i | ? | -16% | 22% | -1% | 33%[57.5 µM]
CCOc1ccc(CCNC(=O)c2ccc(Cl)c(S(=O)(=O)N3CCOCC3)c2)cc1OCC | 2% | -7% | -5% | i | -24% | -5% | 1% | -2% | -20%
COCCn1c(=NC(=O)CSCC(=O)N2CCOCC2)sc2cc(C)ccc21 | 0% | 6% | -4% | i | 17% | 3% | 22% | ? | i
CS(=O)(=O)N1CCC(C(=O)Nc2cccc(Br)c2)CC1 | 2% | 21% | -1% | i | 1% | 6% | 9% | 10% | -9%
CCCN(CCC)CCNC(=O)Cn1ncc2c([nH]c3ccc(C)cc32)c1=O | . | -3% | . | . | 4% | 1% | -15% | -16% | -9%
CC(=O)c1ccc(C(=O)N(C)C2CCCN(Cc3ccccc3F)C2)s1 (configuration not stated) | -2% | 2% | 0% | i | 5% | 111%[activator] | 10% | -5% | i
CC(C(=O)Nc1cc(C(F)(F)F)ccc1N1CCOCC1)N1C(=O)C2CC=CCC2C1=O (configuration not stated) | 3% | 13% | -2% | i | 15% | 3% | 0% | 10% | -3%[57.5 µM]
CCOc1cccc2cc(C(=O)NCc3cccnc3)c(=O)oc12 | -3% | -7% | -22% | i | 41%[activator] | -4% | 4% | 0% | -13%[57.5 µM]
C[C@@H]1CN([C@@H](C)CO)C(=O)c2cc(NC(=O)C3CC3)ccc2O[C@H]1CN(C)C | -10% | 2% | 1% | i | -3% | -8% | -15% | -7% | -3%
COc1ccc2c(c1)C1NC(=S)NC(C)(O2)C1C(=O)Nc1ccccc1C (configuration not stated) | -3% | 23% | 0% | i | 0% | -2% | 24% | 5% | i
C[C@H](CO)N1C[C@H](C)[C@H](CN(C)S(=O)(=O)c2cccs2)Oc2ccc(NC(=O)Nc3ccc4c(c3)OCO4)cc2CC1=O | -1% | 23% | -2% | i | ? | -10% | 25µM* | -6% | -16%
COc1cc(C(=O)NC(=S)Nc2cccc3nc(C)ccc23)cc(OC)c1OC | -2% | 2% | -3% | i | 22% | 4% | 6% | 6% | -1%
CCC[N+]1(CC#CC(O)(c2ccccc2)C2CCCCC2)CCCCC1 (configuration not stated) | 1% | 7% | -1% | i | -20% | -1% | -11% | -4% | -20%
Cc1oc(-c2ccccc2Cl)nc1CSCC(=O)NC1CC1 | 0% | -6% | 0% | i | 0% | -3% | 16% | 11% | i
CCCCN(CC)C(=S)Nc1ccc2nc3n(c(=O)c2c1)CCCCC3 | 13% | 13% | 0% | i | -23% | -7% | . | -14% | i
COc1ccccc1C(=O)Nc1ccncc1 | 6% | 6% | -1% | i | 10% | -8% | -29% | -4% | i
Cc1c(C(=O)N2CCN(S(=O)(=O)c3ccc(F)cc3)CC2)oc2ccccc12 | 23% | ? | 0% | i | ? | -1% | 11% | -4% | i
CCSC1=N/C(=C\c2cccc(F)c2)C(=O)S1 | 5% | -20% | 3% | i | 0% | 11% | . | -1% | i
CSc1nc2[nH]c3c(c2c2ncnn12)CCCC3 | -8% | 17% | 0% | i | 47%[activator] | -2% | 0% | 1% | i
Cc1c(C(=O)N2CCCCCC2)c(S(=O)(=O)Nc2cccc(C#N)c2)c(C)n1C | . | 8% | . | . | 11% | 1% | 11% | -5% | i
NNc1nc(-c2ccccc2Cl)nc2ccccc12 | 2% | ? | 1% | i | 8% | -3% | 10% | -6% | -6%
Cc1ccc(-c2nc(N)s[n+]2-c2ccccc2)cc1 | 10% | ? | 1% | i | 13% | -5% | . | 21% | i
COc1ccc(C(=O)N2CCN(Cc3cn[nH]c3-c3ccc(OC)cc3F)CC2)cc1 | 7% | -8% | -1% | i | 3% | 0% | -14% | 2% | -46%[inhibitor]
Cc1cc(OCC(=O)OCC(=O)NCC2CCCO2)ccc1Cl (configuration not stated) | -7% | -9% | -5% | i | 4% | 4% | -9% | -8% | 2%
CCn1c(=O)c(=O)[nH]c2cc(C(=O)NCC3CCCCC3)ccc21 | -10% | -2% | 0% | i | 3% | 0% | . | -6% | i
CC1(C)CNc2cc([N+](=O)[O-])ccc2S1 | 11% | 0% | 2% | i | -26% | 24% | 0% | 22% | -6%
Cc1ccccc1NP(=O)(c1ccccc1)c1nc2ccccc2s1 (configuration not stated) | 7% | ? | -1% | i | ? | 7% | 19% | 2% | i
CCO[C@H]1OC(C(=O)O)=C[C@@H](c2ccc(C(F)(F)F)cc2)[C@@H]1CCCO | 1% | -10% | . | i | 12% | -17% | 4% | 0% | ?
O=C1CC(C(=O)N2CCC(N3CCC(C(=O)NC4CC4)CC3)CC2)c2ccccc21 (configuration not stated) | -9% | -3% | -2% | i | -26% | -8% | 6% | 2% | i
Nc1ccc(C(=O)N/N=C/c2cn(Cc3ccccc3)c3ccccc23)cc1 | -2% | -10% | 1% | i | ? | 18% | 22% | 9% | -76%[inhibitor]
CCOc1ccc(NC(=O)CCNS(=O)(=O)c2ccc(Br)s2)cc1 | -7% | -5% | -1% | i | -13% | 0% | 8% | -11% | i
Cc1c(NC(=O)COC(=O)c2ccc(Br)o2)c(=O)n(-c2ccccc2)n1C | -3% | -23% | 0% | i | -10%[7.66 µM] | -1%[7.66 µM] | 3% | 0% | -47%[inhibitor]
Cc1ccc(NC(=O)N2CCN(c3ccccn3)CC2)cc1 | -4% | -19% | 0% | i | 0% | 0% | 14% | 14% | -25%
Clc1cc2cccnc2c2ccccc12 | 6% | 4% | -5% | i | 0% | 1% | . | 3% | -8%
CC1CCC(C(=O)c2c(O)c3ccccc3oc2=O)CC1 (configuration not stated) | 10% | -25% | -4% | i | 0% | -9% | -6% | -29% | ?

Shown with each value named: part of the list above
CC1(C)CNc2cc([N+](=O)[O-])ccc2S1
  aSyn yeast inh: 11%	TDP-43 yeast inh: 0%	MmCpn inh: 2%	Akt phos inh: i	GLP1R inv ag: -26%	GLP1R cytotox: 24%	FUS yeast rescue: 0%	Abeta rescue: 22%	PTHR1 ag: -6%
Clc1cc2cccnc2c2ccccc12
  aSyn yeast inh: 6%	TDP-43 yeast inh: 4%	MmCpn inh: -5%	Akt phos inh: i	GLP1R inv ag: 0%	GLP1R cytotox: 1%	FUS yeast rescue: .	Abeta rescue: 3%	PTHR1 ag: -8%

Next records follow.
SMILES | aSyn yeast inh | TDP-43 yeast inh | MmCpn inh | Akt phos inh | GLP1R inv ag | GLP1R cytotox | FUS yeast rescue | Abeta rescue | PTHR1 ag
CC1CCN(c2ccc3nnc(CCC(=O)NC(C)C)n3n2)CC1 | 3% | -3% | 0% | i | 1% | 12% | 18% | -12% | i
Cc1ccc(S(=O)(=O)NCC2CCC(C(=O)NCCCOC(C)C)CC2)cc1 (configuration not stated) | . | 0% | ? | . | 5% | 1% | 4% | 1% | -15%
COc1ccc(N2CCN(C(=O)Nc3ccccc3C)CC2)cc1 | -2% | 28% | -7% | i | 14% | 0% | -11% | -11% | -24%
COc1ccccc1OCCCCOc1ccccc1C(C)=O | -1% | ? | 0% | i | -17% | -1% | . | 0% | -41%[inhibitor]

8 structures from above, sorted by SMILES length, ascending:
SMILES | aSyn yeast inh | TDP-43 yeast inh | MmCpn inh | Akt phos inh | GLP1R inv ag | GLP1R cytotox | FUS yeast rescue | Abeta rescue | PTHR1 ag
Clc1cc2cccnc2c2ccccc12 | 6% | 4% | -5% | i | 0% | 1% | . | 3% | -8%
COc1ccccc1OCCCCOc1ccccc1C(C)=O | -1% | ? | 0% | i | -17% | -1% | . | 0% | -41%[inhibitor]
Cc1ccc(NC(=O)N2CCN(c3ccccn3)CC2)cc1 | -4% | -19% | 0% | i | 0% | 0% | 14% | 14% | -25%
CC1CCN(c2ccc3nnc(CCC(=O)NC(C)C)n3n2)CC1 | 3% | -3% | 0% | i | 1% | 12% | 18% | -12% | i
CCOc1ccc(NC(=O)CCNS(=O)(=O)c2ccc(Br)s2)cc1 | -7% | -5% | -1% | i | -13% | 0% | 8% | -11% | i
Cc1ccc(S(=O)(=O)NCC2CCC(C(=O)NCCCOC(C)C)CC2)cc1 (configuration not stated) | . | 0% | ? | . | 5% | 1% | 4% | 1% | -15%
Cc1c(NC(=O)COC(=O)c2ccc(Br)o2)c(=O)n(-c2ccccc2)n1C | -3% | -23% | 0% | i | -10%[7.66 µM] | -1%[7.66 µM] | 3% | 0% | -47%[inhibitor]
O=C1CC(C(=O)N2CCC(N3CCC(C(=O)NC4CC4)CC3)CC2)c2ccccc21 (configuration not stated) | -9% | -3% | -2% | i | -26% | -8% | 6% | 2% | i

Not all compounds are listed, so the mix of outcomes need not match the whole.
